ERAP1 HTS inh: inhibitors of human ERAP1 aminopeptidase; Q9NZ08; recombinant ERAP1, Leu-AMC fluorescence, 60 min; inhibition, % at 10.7 µM; hit rate 0.15% among 340,000; AID 652197;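 active = mean replicate inhibition of at least 30%, or all replicates individually reaching that 30% level; inactive = mean below 30% and not every replicate reaching it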;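 note: 0% = neutral control wells and 100% = L-leucinethiol positive control wells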
CFTR F508del cor: correctors of CFTR F508del function in bronchial epithelial cells. CFBE cells, YFP halide quenching; stimulated with forskolin plus potentiator P3; % fluorescence drop versus neutral controls. activity (quench increase), % at 7.58 µM. hit rate 0.36% among 350,000;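 active = mean added fluorescence quench of at least 8% versus neutral control, with both replicates also reaching 8%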;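 note: cells transiently co-express mutant CFTR-F508del with the halide-sensitive YFP; corrector assay measuring rescue of mutant channel to the surface after 24 h compound exposure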
GSIS activator: primary screen for activators of insulin secretion dependent on glucose, INS-1E cells, GLuc reporter luminescence. INS-1E GLuc reporter insulin secretion, 2-3 h. activation, % at 16.6 µM. hit rate 0.61% among 370,000. AID 743287;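 active = lowest replicate activation of at least 40%, so every replicate reaches that level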;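 note: 0% = median of neutral control wells and 100% = median of IBMX positive control wells; some compounds called inactive have numbers as strong as hits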
RAD54 inh: inhibitors of human RAD54 branch migration; RAD54 Holliday junction branch migration, FAM/BHQ fluorescence; inhibition, % at 10.4 µM; hit rate 0.14% among 360,000; AID 602329;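 active = mean normalized replicate activity at least 40 and at least half of replicates scoring 40 or more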;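 note: 0% = median of neutral control wells and 100% = median of positive control wells; inhibitors cause a drop in the FAM fluorescence signal; in these data hits start at about 50%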
Target sequence (Q92698 whole entry, looked up): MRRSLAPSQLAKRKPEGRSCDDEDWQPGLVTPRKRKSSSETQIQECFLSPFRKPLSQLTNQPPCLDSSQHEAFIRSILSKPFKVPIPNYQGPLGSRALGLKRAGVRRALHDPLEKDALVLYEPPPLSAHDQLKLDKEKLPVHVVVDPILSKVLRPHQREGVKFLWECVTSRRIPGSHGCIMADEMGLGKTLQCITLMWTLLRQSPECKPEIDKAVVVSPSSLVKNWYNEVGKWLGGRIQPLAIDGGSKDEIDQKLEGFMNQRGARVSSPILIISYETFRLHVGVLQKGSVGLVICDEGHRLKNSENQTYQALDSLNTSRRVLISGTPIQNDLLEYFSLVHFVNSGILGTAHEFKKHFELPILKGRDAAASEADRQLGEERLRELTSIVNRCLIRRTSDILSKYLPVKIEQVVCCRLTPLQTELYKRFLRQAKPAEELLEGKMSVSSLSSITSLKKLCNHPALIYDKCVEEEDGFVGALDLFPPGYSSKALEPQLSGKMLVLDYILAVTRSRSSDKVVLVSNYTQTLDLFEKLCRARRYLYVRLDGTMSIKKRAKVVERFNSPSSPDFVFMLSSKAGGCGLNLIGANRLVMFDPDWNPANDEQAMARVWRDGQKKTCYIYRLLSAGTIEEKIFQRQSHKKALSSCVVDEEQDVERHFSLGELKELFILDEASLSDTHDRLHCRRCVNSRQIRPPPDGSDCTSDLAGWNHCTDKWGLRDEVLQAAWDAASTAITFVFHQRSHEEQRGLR
Xi reactivation: reactivates the inactive X chromosome in mouse fibroblasts | AID 743238 | XiGFP mouse fibroblasts, % GFP-positive cells imaging, 3 d; cells co-treated with 5-aza-dC sensitizer; scaled so ellipticine positive control = 100% | hit rate 0.055% among 360,000 | activation, % at 7.58 µM;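 active = mean normalized replicate activation at least 10% and every replicate at or above 10%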;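 note: 0% = median of on-plate neutral control wells and 100% = ellipticine 6 µM median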
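Assay system – SV40-immortalized XiGFP fibroblast cells, line 68-5-11 · Buffer or medium – DMEM supplemented with 5-aza-dC as sensitizing agent · Dosing – one concentration, pinned · Benchmarks – positive control ellipticine, 6 µM final · Times – 3 days compound exposure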
esBAF inh: inhibitors of esBAF chromatin remodeling in mouse ES cells; Bmi1-luciferase knock-in reporter, 24 h; 100% = twice the neutral-well signal; reporter increase, % at 12.5 µM; hit rate 2% among 350,000; in the data active = activation above about 40%;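 note: 0% = median of the plate's neutral control wells and 100% = double that signal; a rise in the Bmi1 reporter signal indicates esBAF inhibition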
RAD52 anneal inh: RAD52 (human) annealing inhibition. P43351. recombinant RAD52 DNA annealing, FRET fluorescence. inhibition, % at 18.7 µM. hit rate 0.46% among 360,000. AID 651710;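 active = every replicate showing at least 50% inhibition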
ARNT TACC3 PPI: disrupts binding between human ARNT and TACC3 | Q9Y6A5 | hit rate 0.66% among 390,000 | AlphaScreen His-ARNT PAS-B/GST-TACC3 binding, luminescence; TACC3 fragment carries E629A point mutation | inhibition, % at 9.99 µM | AID 623870;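 active = mean inhibition of replicates at least 50% and at least half of replicates each reaching 50%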;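 note: 0% = complete ARNT plus TACC3 wells and 100% = ARNT alone without TACC3; many hits fall short of the cut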
* = called active by the depositor; · = not tested or not shown. Compounds as they come, and some 3.3% of all compounds hit somewhere here.

SMILES	ERAP1 HTS inh	CFTR F508del cor	GSIS activator	RAD54 inh	Xi reactivation	esBAF inh	RAD52 anneal inh	ARNT TACC3 PPI
Cc1cc(OC(C)C(=O)N(Cc2cccs2)C2CCS(=O)(=O)C2)ccc1Cl (centres undefined)	6	2.4	-29	0	0.2	-2	-4	0
Cc1nn(CCCC(=O)NCc2ccc(F)cc2)c(=O)c2nccn12	4	0.0	2	8	0.1	-8	9	3
O=c1[nH]c(C2CCCN(S(=O)(=O)c3ccccc3)C2)nc2c1nnn2Cc1cccc(Cl)c1 (centres undefined)	5	2.5	-14	-14	0.3	-10	-7	-5
COc1cccc(CNC(=O)C2CCN(c3ncnc4c3nc3n4CCCCC3)CC2)c1	-1	-0.7	3	0	0.0	7	-3	-3
CN1C(=O)/C(=C/c2ccc(OCc3cccc(F)c3)cc2)NC1=S	1	-3.7	-11	-9	0.1	-1	-17	2
CC(=O)C1C(c2ccc(F)c(F)c2)NC(=O)NC1(O)C(F)(F)F (centres undefined)	·	·	20	-8	·	4	·	-5
COc1ccc(-c2ccc(C(=O)NCc3ccc(C(F)(F)F)cc3)c3occc23)c(C)c1	-8	-0.2	12	1	0.0	12	6	·
CC(=O)c1csc(CS(=O)(=O)c2ccccn2)n1	-1	0.8	·	·	0.1	-2	-7	6
C[C@@H]1CN([C@H](C)CO)C(=O)c2cc(NC(=O)C3CCCCC3)ccc2O[C@@H](C)CCCCO[C@@H]1CN(C)C(=O)CCC(F)(F)F	1	-0.2	-6	-6	-0.2	2	12	-2
Cn1cnc(S(=O)(=O)N2CCN(c3ccccc3)CC2)c1	-5	3.0	1	8	0.3	6	-7	·
COc1ccc(C(=O)Nc2cc(Cl)ccc2C(=O)O)cc1	3	·	-41	·	0.0	·	-7	·
CC(OC(=O)c1cnccn1)C(=O)Nc1nc(-c2cccc([N+](=O)[O-])c2)cs1 (centres undefined)	1	-2.8	-16	2	0.3	31	0	15
Cc1noc(C)c1S(=O)(=O)Nc1cccc2c1O[C@H](CN(C)S(=O)(=O)c1ccc(Cl)cc1)[C@H](C)CN([C@H](C)CO)C2=O	1	-0.1	-18	0	-0.2	-2	-1	-5
COc1ccc(NS(=O)(=O)c2cccc(Cl)c2)cc1S(=O)(=O)N1CCCCC1	-3	1.1	-8	0	0.5	·	-54	-5
O=C(c1ccncc1)N1CC2(C1)[C@H](c1ccccc1)[C@@H](CO)N2CC1CCCC1	0	-1.9	6	·	0.2	·	1	·
CN(CC(=O)Nc1cccc(F)c1)C(=O)c1ccc2c(c1)CC(c1ccccc1)OC2=O (centres undefined)	2	2.6	-17	4	0.3	-8	-15	5
CO[C@H]1CN(C)C(=O)c2cc(NC(=O)NC3CCCCC3)ccc2OC[C@@H](C)NC[C@H]1C	0	-2.2	24	-9	-0.1	-5	-3	-12
COc1ccc(/C=C2/C(=O)ON=C2C)cc1Cl	1	2.2	-4	3	-0.1	-7	-4	-7
O=c1cc(Cc2ccc([N+](=O)[O-])cc2)[nH]c(=O)[nH]1	-5	0.0	-5	·	0.1	·	-8	-8
CCc1cc(=O)oc2cc(C)cc(OC(C)C(=O)NCC(O)c3ccccc3)c12 (centres undefined)	-1	-0.5	30	·	0.0	-3	-8	0
C=CCn1c(CNC(=O)c2ccccc2C)nnc1SCC(=O)NC1CCCC1	·	·	1	11	·	-6	·	-3
O=C(NCCN1C(=O)S/C(=C\c2ccc(OC(F)F)cc2)C1=O)[C@@H]1CCCN1C(=O)c1cccs1	-5	·	-11	·	-0.1	·	-7	3
Cc1c(O)c2ccccc2n(-c2ccccc2)c1=O	·	0.5	18	-11	0.0	-7	-5	-3
CCCCOCCCNC(=O)C[C@@H]1C[C@@]2(C(=O)OCC)CCCC=C2N(Cc2ccco2)C1=O	-4	0.1	-29	·	-0.1	·	-9	·
COc1cccc(C(=O)Nc2nnc(-c3ccccc3)s2)c1	-2	6.2	14	5	0.0	18	-1	1

Compound profiles, from the list above. Order of values: ERAP1 HTS inh | CFTR F508del cor | GSIS activator | RAD54 inh | Xi reactivation | esBAF inh | RAD52 anneal inh | ARNT TACC3 PPI
Results for Cc1c(O)c2ccccc2n(-c2ccccc2)c1=O → · | 0.5 | 18 | -11 | 0.0 | -7 | -5 | -3
Results for Cn1cnc(S(=O)(=O)N2CCN(c3ccccc3)CC2)c1 → -5 | 3.0 | 1 | 8 | 0.3 | 6 | -7 | ·

(cont.)
SMILES	ERAP1 HTS inh	CFTR F508del cor	GSIS activator	RAD54 inh	Xi reactivation	esBAF inh	RAD52 anneal inh	ARNT TACC3 PPI
Cc1cccc(C2c3[nH]c4ccccc4c3CCN2C(=O)c2ccc(=O)[nH]c2)n1 (centres undefined)	-3	-2.5	-16	·	0.4	·	-2	-8
CC=Cc1ccc2n(c1=O)C[C@H]1[C@H](CO)[C@@H](C(=O)NCCc3ccccc3)N(C(=O)CC)[C@@H]21 (mixture of isomers)	0	-2.5	-3	-2	0.0	1	-4	-15
C[C@H]1CN([C@@H](C)CO)C(=O)Cc2cc(NC(=O)Nc3cccc4ccccc34)ccc2O[C@H]1CN(C)C(=O)Nc1ccc(C(F)(F)F)cc1	0	2.0	-8	1	-0.3	3	13	-4
O=C(NN=C1CCCCC1)NC1CCCCC1	7	·	-2	·	0.6	·	5	20
CCOC(=O)N1CCN(C(=S)Nc2ccc3nc(N4CCN(CC)CC4)cc(C)c3c2)CC1	-2	0.7	24	37	0.3	·	54*	18
COc1ccc(CCNC(=O)COC(=O)c2cc(S(=O)(=O)N3CCOCC3)ccc2C)cc1OC	1	2.9	-7	2	0.3	2	-24	-3
CC(C)CCOP(=O)(c1ccc(N(C)C)cc1)C(O)c1c(Cl)cccc1Cl (centres undefined)	0	1.3	-3	-3	0.0	-3	-7	3
O=C(CCc1ccccc1)N[C@@H]1c2ccccc2CC[C@H]1OCc1ccccc1	-3	1.8	-10	-4	0.0	-8	4	1
COc1ccc(OC)c(-c2cc(C(=O)NCc3ccc(Cl)cc3)no2)c1	-3	-0.6	-11	·	3.0	-5	-1	-7
Cc1ccccc1NC(=O)N1CCN(C(=O)c2ccco2)CC1	-4	0.4	-8	·	0.5	·	-13	·
CCCNC(=O)c1onc(CSc2ccncc2)c1C(=O)NCCC	1	0.2	8	-3	0.1	-1	-6	-7
COCC#Cc1ccc2c(c1)O[C@@H](CN(C)C(C)=O)[C@@H](C)CN([C@@H](C)CO)S2(=O)=O	-1	1.3	14	-4	-0.4	-3	-2	-12
COCC(=O)Nc1ccc2c(c1)[C@@H]1C[C@H](CC(=O)N[C@H](C)c3ccccc3)O[C@H](CO)[C@@H]1O2	0	-2.6	-7	0	0.0	6	-11	·
CC(C)c1ccc(CC(=O)N2CCC2(C)C(=O)NCc2cccc3ccccc23)cc1 (centres undefined)	1	-1.4	·	4	0.0	-3	-13	·
O=C(NC(Cc1ccccc1)C(=O)O)/C(=C\c1ccccc1F)NC(=O)c1ccccc1 (centres undefined)	4	-0.9	2	·	0.0	-10	-6	0
CCCNC(=O)N1C[C@@H](O)COC[C@H]2O[C@@H](CC(=O)OC)CC[C@@H]21	0	-1.3	3	-4	0.2	11	-4	-5
Nc1c(-c2cccc([N+](=O)[O-])c2)nc2ccccn12	·	·	7	·	-0.1	59*	·	5
COc1ccc(NC(=O)N2C3CCCC2CC(NC(=O)c2ccccc2)C3)cc1 (centres undefined)	-2	-0.1	-6	-5	0.0	3	-7	-3
CN1c2ccc(C=O)c3c(C=O)ccc(c23)N(C)C1(C)C	0	-2.2	-36	1	0.1	-8	-23	14*
N#C/C(=C\c1ccccc1[N+](=O)[O-])C(=O)NCc1ccccc1	1	3.0	-15	·	0.0	·	-22	-1
Cc1ccc(-c2ccc3c(c2)O[C@H](CN(C)Cc2ccccc2)[C@H](C)CN([C@H](C)CO)S3(=O)=O)cc1	2	-1.1	-7	-11	-1.4	-5	-1	-3
COc1ccc(NC(=O)CC2SC(=Nc3ccccc3)NC2=O)c(OC)c1 (centres undefined)	-2	3.5	-4	7	0.2	2	-22	·
Brc1ccc(-c2nc3c4ccccc4ccn3c2Cc2ccccc2)cc1	-3	1.4	-5	·	0.0	35	-10	·
Nc1ncc(-n2cncn2)c(-c2ccc(Cl)cc2)n1	-1	·	60	2	0.1	-4	-4	-8
COc1ccc(S(=O)(=O)N2CCOC23CCN(S(=O)(=O)c2ccc(F)cc2)CC3)cc1	-2	-1.3	-8	-17	0.1	·	-13	3

Marked active in RAD52 anneal inh, of those listed so far:
mol,ERAP1 HTS inh,CFTR F508del cor,GSIS activator,esBAF inh,RAD52 anneal inh,ARNT TACC3 PPI
CCOC(=O)N1CCN(C(=S)Nc2ccc3nc(N4CCN(CC)CC4)cc(C)c3c2)CC1,-2,0.7,24,·,54*,18

Additional compounds follow:
SMILES	ERAP1 HTS inh	CFTR F508del cor	GSIS activator	RAD54 inh	Xi reactivation	esBAF inh	RAD52 anneal inh	ARNT TACC3 PPI
Cc1ccc(NC(=O)C2CC(=O)N(CCc3ccccc3)C2)c(C)c1 (centres undefined)	-1	1.3	-2	0	0.1	4	8	-5
O=C(CC(Nc1ccccc1Cl)C(=O)O)c1ccccc1 (centres undefined)	-3	-0.9	7	·	0.1	·	-14	·
O=C(Cn1ccsc1=NC(=O)c1ccco1)c1ccccc1	·	·	17	9	·	1	·	-8
CC(C(=O)NC(c1ccccc1)c1ccccc1)N1CCOCC1 (centres undefined)	-5	1.1	-1	-3	0.0	-8	4	5
CC(C)NC(=O)N1CC(=O)N2[C@@H](CO)[C@@H](c3ccc(C#CCN(C)C)cc3)[C@@H]2C1	-3	-2.3	20	·	0.0	·	-11	·
COC(=O)C1=C(C(=O)OC)[C@@H]2Nc3ccccc3[C@@]23C[C@@H](C(=O)OC)N(C(=O)COCc2ccccc2)C3=N1	-1	3.6	4	-5	0.0	-5	-9	0
O=C(C[C@@H]1CC[C@@H]2[C@H](COC[C@H](O)CN2C(=O)Nc2ccc(Cl)c(Cl)c2)O1)NCc1ccc(Cl)cc1	-2	-0.6	-37	-8	0.2	-2	-2	12
N#CCCN(C(=O)COc1ccc(C#N)cc1)c1ccc(F)cc1	3	1.9	-10	3	0.0	-4	-13	-3
Cc1ccc(S(=O)(=O)N2CCN(C(=O)Cc3c(F)cccc3Cl)CC2)cc1	0	-0.8	-3	·	0.2	-6	-7	-2
CCOc1ccc(C(C)NC(=S)NCc2ccc(Cl)cc2)cc1 (centres undefined)	0	-4.4	-33	·	0.0	·	-8	10
O=c1[nH]c(CSc2ccccn2)nc2c1oc1ccccc12	-10	·	-5	·	0.0	·	-18	5
CCCn1c(N)c(N(CCOC)C(=O)c2ccc(N3CCCC3=O)cc2)c(=O)[nH]c1=O	11	0.0	10	·	0.0	·	-19	-1
COc1ccc(CNC(=O)CCCn2nc(C)c3c(C)n(-c4ccc(C)cc4)nc3c2=O)cc1OC	0	2.0	2	-3	0.2	-3	-5	7
Cc1cccc(-c2ccc([C@@H]3[C@H](CO)N4CCCCN(S(=O)(=O)c5cccc(C)c5)C[C@@H]34)cc2)c1	-2	-2.1	-7	-4	0.5	·	-13	23
O=C(Nc1cc(S(=O)(=O)N2CCOCC2)ccc1Cl)c1ccc(=O)[nH]c1	-3	1.7	17	-10	0.1	5	0	-5
O=C1CN(C(=O)COc2ccc(Br)cc2)c2ccccc2N1	10	-0.1	3	·	-0.3	·	-12	-3
c1ccc(C[C@H]2CNCCN2CCc2cccc3ccccc23)cc1	-1	-1.1	1	12	-0.1	-2	36	6
O=C(C[C@@H]1CC[C@H](NC(=O)CCN2CCCCC2)[C@@H](CO)O1)Nc1nccs1	·	0.8	-4	·	-0.3	-6	·	·
O=C(Cc1ccc(Br)cc1)NCCc1ccc(Cl)cc1Cl	·	·	-21	4	0.2	·	·	1
S=C(c1c[nH]c2ccccc12)N1CCOCC1	5	-0.9	1	-2	0.0	-3	-8	-4
